Assay outcomes as filed in PubChem BioAssay.
ELG1 repair inh: qHTS screen for small molecules that inhibit ELG1-dependent DNA repair in human embryonic kidney (HEK293T) cells expressing luciferase-tagged ELG1. HEK293T ELG1-luciferase reporter, luminescence, 16 h; DNA damage induced by 5-fluorouridine. hit rate 2.3% among 330,000. Potency, µM (series often up to 46.1 µM), for the others: at the highest dose activity change, negative = inhibition, most hits filed as inhibitors. AID 504467, 2011; note: potency is the fitted concentration of half-maximal effect; % is set by controls: 0 for no effect and ±100 for the full control effect; nearly all actives have a fitted effect of over 55% in size
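In this reporter screen, reduction of luminescence relative to DMSO vehicle indicated activity. Compounds and 5-fluorouridine were added together to 2,000 cells per well, incubated for 16 hr at 37 °C, then developed with ONE-Glo.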
AT treatment: qHTS Assay for Identifying a Potential Treatment of Ataxia-Telangiectasia; […] A-T fibroblasts, KAP-1 phosphorylation AlphaLISA; neocarzinostatin DNA damage 30 min before lysis; Potency, µM (doses to about 57.5 µM), without a hit: at the highest dose activation, usual class: activators; hit rate 0.19% among 320,000; AID 485349, 2010; note: potency is the fitted concentration of half-maximal effect; % of control where 0% means no effect; nearly all actives have a fitted effect of over 45% in size
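ATM-like activity read as KAP-1 phosphorylation via AlphaLISA donor/acceptor antibody pairs after lysis and 6 hr at 25C. Cells were ATM-null patient fibroblasts ([…], hTERT), dosed 60 min, then exposed to the DSB inducer NCS for 30 min.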
Mito fusion yeast: qHTS Assay for Small Molecule Inhibitors of Mitochondrial Division or Activators of Mitochondrial Fusion; S. cerevisiae fusion-defective mutant growth rescue, CellTiterGlo 48 h; Potency, µM (titrated, usually from 46.1 µM), for inactives: top-dose growth rescue (activation), most hits filed as activators; hit rate 0.23% among 320,000; AID 485298, 2010;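 note: potency is the fitted concentration of half-maximal effect; % of control where 0% means no effect; nearly all actives have a fitted effect of over 45% in size; temperature-sensitive fusion mutants such as fzo1-1 at 37 °C on non-fermentable ethanol glycerol medium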
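Growth-rescue viability read-out: after 48 h at the non-permissive 37C in glycerol/ethanol YPEG, yeast mitochondrial fusion mutants are measured by CellTiterGlo luminescence; compounds (23 nl pinned per well) restoring growth score as division inhibitors or fusion activators.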
TCR act: Activators of T cell receptors: qHTS campaign | primary human leukocytes, anti-CD3, IL-2 HTRF, 48 h | Potency, µM (series often up to 9.22 µM), without a hit: at the top dose activation of IL-2 secretion, hits mostly activators | 330,000 tested, under 10 active; note: % of control where 0% means no effect
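Primary human leukocytes receive a-CD3 beads and test compound and are incubated 48 hr. Secreted IL-2 is then assayed by HTRF, measuring 665nm acceptor emission after 320nm excitation of the europium donor.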
ASM inhibitor: Inhibitors of Secretory Acid Sphingomyelinase (S-ASM): qHTS; hit rate 0.006% among 340,000; Potency, µM (doses to about 57.5 µM), inactives show top-dose activity change, negative = inhibition, actives largely listed as inhibitors; placental ASM, HMU-PC fluorogenic substrate, 60 min; AID 504937, 2011; note: potency is the fitted concentration of half-maximal effect
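Fluorescence read-out (Ex 386 nm, Em 447 nm) after stopping the reaction at pH 10. Enzyme: ASM from human placenta; substrate HMU-PC0, 9 uM final; 60 min, 37 °C. Compound preincubation 10 min, ambient temperature.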
Eya2 inh: qHTS Assay for Inhibitors of the Phosphatase Activity of Eya2. Potency, µM (top dose mostly 76.9 µM), without a hit: top-dose activity, negative = inhibition, hits mostly inhibitors. recombinant Eya2, OMFP fluorescence dephosphorylation (OMFP is methylfluorescein phosphate). hit rate 0.006% among 330,000. Protein phosphatase EYA2 (Homo sapiens), O00167; note: potency is the fitted concentration of half-maximal effect; % is set by controls: 0 for no effect and ±100 for the full control effect
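Eya2 (0.2 uM) preincubated 10 min at ambient with compound, then OMFP substrate added at 50 uM; 10 min reaction in 50 mM HEPES pH 7.5, 50 mM NaCl, 5 uM MgCl2, 0.05% BSA, 1 mM DTT. Fluorescence read at Ex 485/Em 525 nm.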
BCR signal inh: qHTS Assay to Find Inhibitors of Chronic Active B-Cell Receptor Signaling. Potency, µM (top dose mostly 46.1 µM), for inactives: at the top dose ratio change, negative = lower green/red ratio, most hits filed as inhibitors. ABC-DLBCL IkBa-CBG/CBR reporter, luminescence ratio, 4 h. hit rate 0.05% among 340,000; active = well fitted inhibition curve with a large enough effect in the signal ratio, with a control signal flat, not every such curve was filed as active; inconclusive = small, poorly fitted or top-dose-only effect, or effect the other way, or a change in a side signal; the % refers to the signal ratio;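 note: potency is the fitted concentration of half-maximal effect; plate controls were basal doxycycline-induced cells for no effect and cells given 10 µM MG132 for full effect; MG132 reads +100%, hits lower the ratio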
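Compounds up to 46 uM were incubated four hours with TMD8 cells whose green CBG68 luciferase is fused to IkappaBalpha; red CBR luminescence normalised the signal, and concentration-effect curves were fitted to fusion, red and ratio data.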
TSHR antagonist: Antagonists of the Thyroid Stimulating Hormone Receptor: HTS campaign | TSHR-expressing cells, TSH-stimulated cAMP HTRF, 2 h; hits give low values | activity change, negative = inhibition, % at 11.5 µM | hit rate 0.2% among 330,000;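 active = activity change below a set negative limit, meaning inhibition stronger than a set level, cut at about -70% in these data; inconclusive = activity change between two set negative limits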; note: % is set by controls: 0 for no effect and ±100 for the full control effect
Target sequence (P16473 whole entry, looked up): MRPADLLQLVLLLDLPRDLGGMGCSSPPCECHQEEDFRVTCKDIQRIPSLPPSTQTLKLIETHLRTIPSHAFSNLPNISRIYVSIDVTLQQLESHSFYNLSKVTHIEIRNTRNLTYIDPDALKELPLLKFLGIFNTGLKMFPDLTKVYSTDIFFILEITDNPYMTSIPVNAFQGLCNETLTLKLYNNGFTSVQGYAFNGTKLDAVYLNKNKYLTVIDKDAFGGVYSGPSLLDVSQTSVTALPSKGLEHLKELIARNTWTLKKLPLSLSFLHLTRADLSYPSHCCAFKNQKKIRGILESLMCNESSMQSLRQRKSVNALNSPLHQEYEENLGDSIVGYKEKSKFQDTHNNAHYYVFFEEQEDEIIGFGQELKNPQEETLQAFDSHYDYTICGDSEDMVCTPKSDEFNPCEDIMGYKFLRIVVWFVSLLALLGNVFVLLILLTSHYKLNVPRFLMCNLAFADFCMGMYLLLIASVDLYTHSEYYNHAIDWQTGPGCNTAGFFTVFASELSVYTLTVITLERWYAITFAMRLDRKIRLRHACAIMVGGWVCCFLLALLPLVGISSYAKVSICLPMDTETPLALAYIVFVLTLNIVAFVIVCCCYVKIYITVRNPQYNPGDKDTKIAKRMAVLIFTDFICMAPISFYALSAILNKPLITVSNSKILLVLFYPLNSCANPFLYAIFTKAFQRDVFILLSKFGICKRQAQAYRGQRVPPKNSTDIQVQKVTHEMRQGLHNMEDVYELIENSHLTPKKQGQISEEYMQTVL
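Inhibition of cAMP made by TSHR-expressing cells under TSH stimulation (4nM final, EC80; 2 h, 37 deg C) is quantified with a one-step lysis HTRF kit, anti-cAMP cryptate versus cAMP-d2.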
Integrin act MD: qHTS for Activators of Integrin-Mediated Alleviation for Muscular Dystrophy; alpha7betagal myoblasts, beta-gal FDG fluorescence, 48 h; Potency, µM (series often up to 38.3 µM), without a hit: at the highest dose activation, hits mostly activators; hit rate 0.064% among 350,000;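 note: potency is the fitted concentration of half-maximal effect; 100% = response of the positive control SU9516; nearly all actives have a fitted effect of over 60% in size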
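alpha7betagal+/- myoblasts (passage 13, 250/well) treated 48 h at 37C with compounds at 1:260 dilution of DMSO stock. Lysed, then beta-galactosidase activity read as FDG fluorescence (ex 480/em 540) after 30 min, with pre-read for autofluorescence.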
PTAP TSG101 blk: qHTS Assay for Iinhibitors of HIV-1 Budding by Blocking the Interaction of PTAP/TSG101; Tumor susceptibility gene 101 protein (Homo sapiens), Q99816; Fluorescence polarization, FITC-PTAP peptide / Tsg101 binding; Potency, µM (titrated, usually from 115 µM), without a hit: at the highest dose activity change, negative = inhibition, usual class: inhibitors; 340,000 tested, under 10 active; active = well fitted inhibition curve with a large enough effect in the main read-out, with a control signal flat, not every such curve was filed as active; inconclusive = small, poorly fitted or top-dose-only effect, or effect the other way, or a change in a side signal; inactive = no such curve, though single readings can be large or run the other way; note: potency is the fitted concentration of half-maximal effect; % of control where 0% means no effect
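FP read-out: FITC-PTAP peptide, 50 nM final, binding Tsg101 binding domain, 10 uM final; 20 min, r.t.; 10 mM HEPES pH 7.5, 0.15 M NaCl, 0.01% Tween 20, 3 mM EDTA, 0.1 mM TCEP.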
Tb PFK block: qHTS Assay to Find Inhibitors of T. brucei phosphofructokinase; ATP-dependent 6-phosphofructokinase (Trypanosoma brucei brucei), O15648; Potency, µM (doses to about 57.5 µM), inactives show at the highest dose activity, negative = inhibition, hits mostly inhibitors; hit rate 0.17% among 330,000; T. brucei PFK, ADP-Glo luminescence;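 note: potency is the fitted concentration of half-maximal effect; 0% = uninhibited 1x PFK enzyme wells and -100% = no-enzyme wells; nearly all actives have a fitted effect of over 60% in size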
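1.25 nM PFK with 0.5 mM F6P and 0.1 mM ATP in 0.1 M TEA pH 8.0, 5 mM MgCl2, incubated 45 min at room temperature; ADP measured by ADP-Glo luminescence; compounds titrated up to 57 uM.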
* = called active by the depositor; ? = inconclusive; . = no result given; [ ] = dose if it differs, or a comment. Unless noted, calls come from the whole dose curve; as a rule, active = well fitted curve in the direction sought with a large enough effect; inconclusive = small, poorly fitted or top-dose-only effect, or another doubt; inactive = no such curve, though single readings can be large; an effect the other way counts as inactive or inconclusive. Rows are unselected; 3.2% or so of the library scored in one or more.

Fields: ELG1 repair inh | AT treatment | Mito fusion yeast | TCR act | ASM inhibitor | Eya2 inh | BCR signal inh | TSHR antagonist | Integrin act MD | PTAP TSG101 blk | Tb PFK block
- CCn1c(SCC(=O)NCC2CCCO2)nnc1-c1c[nH]c2ccccc12 (configuration not stated)
→ ? | ? | 4% | 9% | 5% | 8% | 6% | 23 | 3% | -7% | 3%
- CCCCc1nc(SCC(=O)Nc2nnc(C(C)C)s2)n[nH]1
→ -4% | 36% | 0% | 1% | . | 6% | 4% | 10 | 0% | 0% | -6%
- Cc1ccc(-n2nc(C)cc2Nc2ncc(Cl)cc2Cl)cc1
→ -1% | 7% | -2% | -4%[46.1 µM] | -3% | 9% | ? | 2 | 31% | -1% | -10%
- CN1CCN(Cc2ccc(-c3ccc(Cl)cc3)o2)CC1
→ 23% | 2% | -2% | -6% | 1% | -3% | 23% | 0 | -9%[7.66 µM] | -4% | -1%
- O=C(C1CC(c2ccc(F)cc2)=NO1)N1CCCCC1 (configuration not stated)
→ ? | 2% | 1% | 4%[46.1 µM] | 1% | -5% | ? | -4 | -16% | -9% | -3%
- CC(C)NC(=S)N1CCC(Cc2ccccc2)CC1
→ -3% | -1% | 0% | 2% | 1% | -1% | -2% | -7 | -45% | -2% | -3%
- CC(C)(C)OC(=O)N1CCC[C@H]1C(=O)NCc1ccc(Cl)cc1Cl
→ -5% | -9% | -4% | 11% | 4% | -16% | 2% | 9 | 0% | -1% | -2%
- COC(=O)c1nc(NC(=O)C(C)(C)C)n[nH]1
→ ? | -2% | -6% | 1% | 5% | 7% | 9% | -6 | 27% | -2% | -5%
- COC(=O)c1cc2c(ccn2-c2ccc(F)cc2)n1Cc1cccc(OC)c1
→ -13% | 8% | 7% | 2%[46.1 µM] | -4% | -6% | ? | -8 | -13% | -1% | 1%
- COC(=O)c1[nH]c2ccc(Br)cc2c1NC(=O)CN1CCCc2ccccc21
→ 8.2µM* | -7% | -5% | -1% | -18% | -20% | -10% | -14 | -56%[inhibitor] | -2% | 1%
- CCC(CC)C(=O)Nc1cccc(C(=O)N2CCCC2)c1
→ 17% | -7% | -5% | -2% | 6% | 0% | 9% | 5 | 25% | -6% | 5%
- COc1ccc(C(=O)N2CCCCCC2)cc1OC1CCN(C(C)C)CC1
→ -7% | 8% | -1% | -6% | . | 5% | 0% | -1 | -41% | 0% | -2%
- COc1ccccc1NC(=O)CSc1nnc(-c2ccoc2C)n1C
→ 0% | 12% | 5% | 2% | 0% | 10% | -6% | -6 | -3% | 0% | 0%
- O=[N+]([O-])c1ccc(O)c(C(C#Cc2ccccc2)N2CCOCC2)c1 (configuration not stated)
→ ? | 5% | 0% | 1% | -6% | 11% | ? | -13 | -16% | -3% | 0%
- O=C(c1ccc(-c2nc3ccccc3s2)s1)N1CCOCC1
→ ? | -3% | -7% | 1% | 8% | 2% | ? | -8 | ? | -1% | -15%

Nothing new here: an excerpt of the list.
Fields: ELG1 repair inh | AT treatment | Mito fusion yeast | TCR act | ASM inhibitor | Eya2 inh | BCR signal inh | TSHR antagonist | Integrin act MD | PTAP TSG101 blk | Tb PFK block
- CC(C)NC(=S)N1CCC(Cc2ccccc2)CC1
→ -3% | -1% | 0% | 2% | 1% | -1% | -2% | -7 | -45% | -2% | -3%
- CC(C)(C)OC(=O)N1CCC[C@H]1C(=O)NCc1ccc(Cl)cc1Cl
→ -5% | -9% | -4% | 11% | 4% | -16% | 2% | 9 | 0% | -1% | -2%

Following part.
Fields: ELG1 repair inh | AT treatment | Mito fusion yeast | TCR act | ASM inhibitor | Eya2 inh | BCR signal inh | TSHR antagonist | Integrin act MD | PTAP TSG101 blk | Tb PFK block
- Cc1ccc(Cl)cc1Nc1nc(-c2sc(NC(=O)c3cccc(Cl)c3)nc2C)cs1
→ 14% | 0% | -3% | . | . | 0% | -1% | 6 | . | . | 5%
- COc1ccc2c(c1)c(C(=O)CN1CCN(C(=O)c3ccco3)CC1)c(C)n2C
→ 9% | 4% | 0% | 2% | 3% | 6% | 0% | -8 | 18% | -5% | 2%
- Cc1ccc2c(c1)c(C)c(C)n2CC(O)CN1CCCCC1C (configuration not stated)
→ -3% | -2% | -1% | 2% | -8% | -6% | -4% | -3 | -13% | 0% | 2%
- Cc1ccccc1-n1c(SCc2ccccn2)nc2n[nH]c(C)c2c1=N
→ ? | 27% | 11% | -7% | -4% | 4% | ? | 3 | -14% | -1% | 4%
- O=C(COC(=O)c1cc(-c2ccccc2)nc2ccccc12)NCC1CCCO1 (configuration not stated)
→ -2% | 6% | 7% | -7% | 4% | -3% | 17% | -2 | -15% | 0% | 0%
- CC1=C(C(=O)Nc2ccccc2C)C(c2cccs2)NC(=S)N1 (configuration not stated)
→ 2% | 1% | -5% | 0%[46.1 µM] | 2% | 0% | -1% | 8 | -21% | 0% | 3%
- Cc1ccc(OCCCCN2CCCCC2)c(Br)c1
→ -1% | -3% | 17% | -11%[46.1 µM] | -1% | -4% | -5% | 8 | -35% | 0% | -5%
- COc1ccc(C(=O)/C=C/c2ccc(OC)c(COc3ccc(F)cc3)c2)cc1
→ 2% | 10% | 0% | -4% | 12% | 0% | 2% | -4 | -41%[inhibitor] | -5% | 1%
- COc1cc(COCC(O)CN2CCCCC2C)cc(OC)c1OC (configuration not stated)
→ -2% | 30% | -1% | -14% | 10% | -4% | ? | 2 | 34% | -7% | 0%
- O=C1C2CC=CCC2C(=O)N1c1nc2n(n1)C(c1ccccc1)CC(c1ccccc1)N2 (configuration not stated)
→ 1% | 9% | -5% | -2% | 4% | 19% | 1% | -6 | -13% | -1% | -1%
- Cc1nonc1NC(=O)CSc1nnc(-c2ccoc2C)n1C
→ 10% | -2% | -1% | 6% | 1% | -1%[15.4 µM] | -1% | 10 | 1% | -2% | -1%
- CCOc1cc(/C=N\n2nnnc2N)ccc1O
→ -5% | 6% | -12% | -13% | 28% | -9% | -1% | -5 | 3% | 0% | 0%
- COc1ccc(C(=O)/C=C/c2ccc(OC)c(Cn3nnc4ccccc43)c2)cc1
→ ? | -4% | -22% | 5%[46.1 µM] | 18% | -15% | ? | ? | -50%[inhibitor] | -6% | -20%
- CCN=C(Nc1ccc2c(c1)OCO2)SC1CC(=O)N(c2ccccc2F)C1=O (configuration not stated)
→ -25% | 1% | 9% | 2% | -8% | 5% | -1% | -2 | 12% | -2% | 1%
- CCOc1cc(/C=N/NC(=O)c2ccc(=O)n(C)c2)ccc1O
→ ? | 1% | 2% | 2% | -4% | -10% | 3% | 6 | 2% | -4% | -6%
- O=c1[nH]c(CN2CCN(S(=O)(=O)c3ccc4ccccc4c3)CC2)nc2ccccc12
→ -4% | -1% | -7% | 2% | 1% | 3% | 4% | 4 | 13% | 1% | 0%
- COCC(=O)N1CCCC(C(=O)c2ccc(-c3ccccc3)c(F)c2)C1 (configuration not stated)
→ 6% | 0% | 15% | 1% | -6% | -4% | 2% | -20 | 42% | 0% | 0%

Only Mito fusion yeast and PTAP TSG101 blk, for two of the compounds above:
canonical_smiles	Mito fusion yeast	PTAP TSG101 blk
COc1ccc(C(=O)/C=C/c2ccc(OC)c(Cn3nnc4ccccc43)c2)cc1	-22%	-6%
CCN=C(Nc1ccc2c(c1)OCO2)SC1CC(=O)N(c2ccccc2F)C1=O (configuration not stated)	9%	-2%
